From PubChem BioAssay
Keap1-Nrf2 PPI = disrupts human Keap1 binding to Nrf2 peptide. Q14145. Keap1 Kelch-Nrf2 peptide fluorescence polarization, 1536-well. inhibition, % at 9.4 µM. actives 0.15% (n = 340,000); in the data active = inhibition above about 12%; inconclusive = no clear call, values can overlap the other calls; inactive = below about 7.3%;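 also: human Keap1 Kelch domain with fluorescein labeled Nrf2 9mer peptide probe; 0% = neutral control wells and 100% = peptide positive control; higher means more block of Keap1 binding to Nrf2 peptide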
Target sequence (Q14145 whole entry, looked up, the tested form may be a part): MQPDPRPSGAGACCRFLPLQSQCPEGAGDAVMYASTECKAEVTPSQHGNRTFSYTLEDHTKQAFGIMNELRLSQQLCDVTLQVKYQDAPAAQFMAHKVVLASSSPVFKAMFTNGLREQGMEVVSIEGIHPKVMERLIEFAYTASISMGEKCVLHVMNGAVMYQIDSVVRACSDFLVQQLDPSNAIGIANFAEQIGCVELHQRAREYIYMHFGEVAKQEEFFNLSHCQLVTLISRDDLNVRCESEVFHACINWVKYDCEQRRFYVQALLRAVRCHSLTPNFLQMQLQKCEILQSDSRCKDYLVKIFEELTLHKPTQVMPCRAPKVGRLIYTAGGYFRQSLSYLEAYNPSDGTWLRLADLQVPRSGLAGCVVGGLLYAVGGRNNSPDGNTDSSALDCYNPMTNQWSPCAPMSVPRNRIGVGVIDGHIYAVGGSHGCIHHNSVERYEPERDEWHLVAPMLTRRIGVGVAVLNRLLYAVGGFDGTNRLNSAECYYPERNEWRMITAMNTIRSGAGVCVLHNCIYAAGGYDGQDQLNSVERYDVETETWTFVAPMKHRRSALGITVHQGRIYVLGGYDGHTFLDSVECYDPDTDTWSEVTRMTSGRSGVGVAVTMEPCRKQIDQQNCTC
SR-BI DiI-HDL act = enhances SR-BI lipid uptake from DiI-HDL. activation, % at 12.5 µM. CHO ldlA[mSR-BI] cells, DiI-HDL uptake fluorescence, 3 h; 100 = double the neutral-control signal. AID 504775. actives 0.096% (n = 320,000);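 active = mean replicate activation of at least 60% and every replicate at or above 60%; inconclusive = mean or all-replicate condition met, but not both; inactive = mean below 60% and not all replicates reaching 60%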;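 also: 0% = median plate neutral-control signal and 100% = twice that signal; values of inactives mirror those of a sister screen read the other way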
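Assay system: CHO ldlA[mSR-BI] cells, LDL receptor-null, SR-BI overexpressing; medium: Ham's F12 with 0.5% BSA, HEPES 25 mM, pH 7.4; also added: DiI-HDL 10 µg/mL; timing: 3 h uptake period with compound, 37 °C; signal: DiI fluorescence, bottom read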
Cardiac RTF inh = cardiac RTF calcium desensitization; P19429+P45379; IANBD-labeled cardiac RTF, Ca2+ fluorescence; inhibition, % at 7.15 µM; actives 0.12% (n = 340,000); AID 493244;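 active = inhibition above the mean inhibition of all tested compounds plus 3 SD, cut at about 17% in these data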;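 also: assay run at fixed EC70 calcium of 1.6 mM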
RTF Ca sens act = cardiac RTF calcium sensitization. activation, % at 7.2 µM. IANBD-labeled TnC RTF fluorescence at EC20 calcium; 0% EC20 calcium, 100% full calcium. actives 0.24% (n = 340,000). AID 493008;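 active = activation above the mean over all tested compounds plus 3 SD, cut at about 30% in these data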;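 also: rise in fluorescence read as greater calcium sensitivity of cardiac thin filaments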
DAGLB inhibitor = diacylglycerol lipase beta (human) inhibition. Q8NCG7. inhibition, % at 5.17 µM. HEK293T DAGLB membrane lysate, EnzChek fluorogenic substrate. actives 0.059% (n = 340,000). AID 504411; in the data active = inhibition above about 34%;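 also: 0% = enzyme with vehicle and 100% = wells lacking enzyme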
CAL PDZ FP-1 = blocks peptide binding to human CAL PDZ domain; purified CAL PDZ, TMR-peptide fluorescence polarization, 1 h; inhibition, % at 20 µM; actives 0.02% (n = 330,000); AID 504414;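 active = highest replicate inhibition of at least 40%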;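 also: plate controls were DMSO neutral control wells for no effect and unlabeled competitor peptide control wells for full effect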
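System: purified tagged CAL PDZ domain construct (CerCALP). Schedule: 1 h incubation at room temperature before polarization reading. Medium: 25 mM sodium phosphate pH 7.4, 150 mM NaCl, TCEP, IgG, Thesit. Read-out: percent inhibition from loss of millipolarization. Measured by: FP readout, S and P plane fluorescence. Probe or stimulus: fluorescent TMR peptide probe.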
C-LANA FP = KSHV C-LANA DNA binding inhibition; MBP-C-LANA/FAM-LBS DNA binding, fluorescence polarization; inhibition, % at 9 µM; actives 0.078% (n = 340,000); AID 504423;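 active = highest replicate inhibition at or above 60% at 9 µM, even if other replicates fall short; inactive = all replicates below 60% inhibition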;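 also: 0% = neutral control wells and 100% = 4 µM acridine orange control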
CAL PDZ FP-2 = CAL PDZ (human) peptide binding inhibition; Q9HD26; purified CAL PDZ, TMR-peptide fluorescence polarization, 1 h; inhibition, % at 24.9 µM; actives 0.92% (n = 300,000); AID 602252;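 active = mean inhibition of at least 30% with at least half of replicates also reaching 30%; inconclusive = no clear call, values can overlap the other calls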;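 also: 0% = DMSO neutral control and 100% = excess unlabeled competitor peptide PRC23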
PKA-R2B act = activates the human PKA-R2B holoenzyme complex | P22694+P31323 | PKA-R2B holoenzyme dissociation, Cy5-IP20 fluorescence polarization; R2B truncated from residue 108, S112A mutant; 0% DMSO only, 100% 113 µM cGMP | activation, % at 11.4 µM | actives 0.079% (n = 340,000) | AID 504700;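 active = activation above a cutoff set at the mean over all compounds plus 3 SD, cut at about 18% in these data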;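 also: higher means more holoenzyme dissociation and a rise in polarization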
Rtt109 Vps75 = C. albicans Rtt109 histone acetyltransferase inhibition; Q5AAJ8; purified Rtt109/Vps75, ThioGlo CoA-SH fluorescence, 4 h; inhibition, % at 34.9 µM; actives 0.16% (n = 330,000); AID 540336;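 active = inhibition of at least 50% in every replicate; inconclusive = best replicate reaches 50% inhibition but some replicates fall short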
Target sequence (Q5AAJ8 whole entry, looked up): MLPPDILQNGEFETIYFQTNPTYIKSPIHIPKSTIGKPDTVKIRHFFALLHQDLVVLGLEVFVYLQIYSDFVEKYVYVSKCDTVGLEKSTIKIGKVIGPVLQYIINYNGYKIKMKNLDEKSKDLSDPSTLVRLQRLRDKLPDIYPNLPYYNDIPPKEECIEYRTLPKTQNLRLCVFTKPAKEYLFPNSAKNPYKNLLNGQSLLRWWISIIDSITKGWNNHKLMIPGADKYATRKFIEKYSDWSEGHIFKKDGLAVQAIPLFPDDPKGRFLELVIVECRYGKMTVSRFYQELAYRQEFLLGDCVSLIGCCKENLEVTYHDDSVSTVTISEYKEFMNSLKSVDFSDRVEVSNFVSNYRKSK
Numbers without * were called inactive; ? = inconclusive; nt = not tested or not shown.

SMILES	Keap1-Nrf2 PPI	SR-BI DiI-HDL act	Cardiac RTF inh	RTF Ca sens act	DAGLB inhibitor	CAL PDZ FP-1	C-LANA FP	CAL PDZ FP-2	PKA-R2B act	Rtt109 Vps75
COc1ccc(C2c3ccc(O)cc3Oc3ncn4nc(-c5ccccn5)nc4c32)cc1OC (centres undefined)	-7	-1	-8	1	1	-3.2	-3.8	-7	-3	-4
CC(C)NC(=O)C1(c2ccccc2)CCOCC1	1	17	-5	0	1	-0.2	-0.3	-2	3	16
COc1ccc(S(=O)(=O)Nc2nnc(C(C)(C)C)s2)cc1	-3	9	1	-7	2	-1.8	0.3	-1	3	2
CCOC(=O)C1CCN(C=Nc2cc(C)on2)CC1	4	26	-18	0	1	-0.8	3.6	-3	-2	-5
COc1cc(CN2CCC(n3nccc3NC(=O)CCCc3ccccc3)CC2)ccc1F	2	-5	-5	-1	2	-1.8	0.9	0	-4	0
CC(=O)NC(Cc1ccccc1)C(=O)N1CCN(C(=S)NCC(C)C)CC1 (centres undefined)	2	13	-3	8	0	-0.5	-1.2	-2	2	-2
CC(C)(C)c1ccc(S(=O)(=O)Nc2cccnc2)cc1	5	17	-6	-5	2	-2.4	1.3	nt	-7	1
FC(F)(F)c1cc(-c2ccco2)nc(-n2nc(C(F)(F)F)cc2C2CC2)n1	-4	-21	-8	7	-7	-1.0	-0.3	-2	0	-2
CCOc1ccc(-n2ccc(=O)c(C(=O)Nc3ccc(S(=O)(=O)Nc4ncccn4)cc3)n2)cc1	1	0	-3	2	-1	-2.0	0.7	-5	5	5
O=[N+]([O-])c1ccc2nc(SCc3cn4cc(Cl)ccc4n3)[nH]c2c1	-3	-1	-12	5	2	-1.0	0.2	-3	-9	-3
CCn1c(SCC(=O)N/N=C/C(C)=C/c2ccco2)nnc1-c1ccccc1	-1	1	2	-4	2	-2.5	0.5	-4	0	6
CC(=O)N(C)N1c2ccccc2CCc2ccccc21	-1	23	1	1	3	-0.9	-0.7	nt	0	-4
CC[C@H]1C/C=C\Cc2ccccc2[C@H](C(=O)C[C@@H](O)CC(C)=O)OC1=O	3	8	-1	7	-2	0.2	-2.4	-2	9	-4
Cc1ccccc1NC(=O)CSC(N)=O	-11	2	-10	3	-8	-1.7	0.7	3	-2	?
CC1CCN(CC(=O)Nc2ccccc2C(=O)c2ccccc2)CC1	2	1	1	-3	-9	-2.3	-0.4	-1	-3	10
O=c1c(Cl)c(N2CCN(c3ccc(F)cc3)CC2)cnn1-c1nc2ccccc2s1	1	21	11	-2	0	-1.3	-1.3	-6	0	0
CN(C)S(=O)(=O)c1ccc(NC(=O)c2cccnc2)cc1	-5	nt	8	12	2	-0.7	0.3	-5	-7	1
CC(C)OC(=O)c1cc2c(ccn2C)n1CC(=O)N1CCC(Cc2ccccc2)CC1	0	14	-6	-2	-13	-0.3	-1.1	16	-11	4
Cc1ccc(Cl)cc1N1CCN(C(=O)C2CCCN(S(=O)(=O)c3cnc[nH]3)C2)CC1 (centres undefined)	-2	-17	-2	7	3	1.0	-0.8	-4	2	11
CCN(CC(=O)NCc1cccs1)C(=O)c1ccc(S(=O)(=O)N(C)C)cc1	-4	7	-19	3	0	0.3	0.3	1	-4	-9

4 compounds drawn at random from the list so far:
SMILES	Keap1-Nrf2 PPI	SR-BI DiI-HDL act	Cardiac RTF inh	RTF Ca sens act	DAGLB inhibitor	CAL PDZ FP-1	C-LANA FP	CAL PDZ FP-2	PKA-R2B act	Rtt109 Vps75
O=[N+]([O-])c1ccc2nc(SCc3cn4cc(Cl)ccc4n3)[nH]c2c1	-3	-1	-12	5	2	-1.0	0.2	-3	-9	-3
COc1ccc(S(=O)(=O)Nc2nnc(C(C)(C)C)s2)cc1	-3	9	1	-7	2	-1.8	0.3	-1	3	2
CC(C)(C)c1ccc(S(=O)(=O)Nc2cccnc2)cc1	5	17	-6	-5	2	-2.4	1.3	nt	-7	1
COc1ccc(C2c3ccc(O)cc3Oc3ncn4nc(-c5ccccn5)nc4c32)cc1OC (centres undefined)	-7	-1	-8	1	1	-3.2	-3.8	-7	-3	-4

Continuation.
SMILES	Keap1-Nrf2 PPI	SR-BI DiI-HDL act	Cardiac RTF inh	RTF Ca sens act	DAGLB inhibitor	CAL PDZ FP-1	C-LANA FP	CAL PDZ FP-2	PKA-R2B act	Rtt109 Vps75
O=C(N1CCOCC1)C1(c2ccccc2)CCCCC1	3	-1	1	-2	2	-1.5	-1.4	1	-1	-10
N/C(=N\OC(=O)CCCN1C(=O)c2ccccc2C1=O)c1ccc(Cl)cc1	-1	8	4	5	-2	0.7	-1.1	1	-6	14
COc1ccc(NC(=O)CSc2nnc3c4c(nc(-c5ccccc5)n23)CC(C)(C)OC4)cc1	4	-26	5	-2	0	0.2	1.8	-1	1	1
Cc1ccc(S(=O)(=O)NC(=O)Nc2ccc(Cl)cn2)cc1	-4	7	-12	1	3	-1.9	0.6	-3	-1	-16
CC(C)(C)NC(=O)C(=O)NNC(=O)c1ccccc1Br	-1	9	-5	-2	1	-2.2	0.3	-5	4	-2
O=C(CC1NC(=O)NC1=O)NC1(C(=O)NC2CCCCC2)CCCCC1 (centres undefined)	6	20	-5	1	-2	-1.6	0.7	-4	0	5
COC(=O)Nc1nnc(Cc2ccccc2)s1	0	40	-3	-4	-1	-1.4	0.1	nt	-3	7
CCc1nnc(NC(=O)CSc2nc(-c3ccccc3)c(-c3ccccc3)o2)s1	5	-2	-4	3	0	-1.8	1.5	-2	0	-3
CCN(CC)S(=O)(=O)c1cccc(-c2nnc(SCC(=O)N3CCC(C(=O)O)CC3)n2N)c1	-5	11	-9	-2	1	-0.4	0.5	-12	3	nt
COc1ccc(-n2c(NN)nc3sc4c(c3c2=O)CCCC4)cc1	-5	-60	-1	4	4	-1.7	0.3	-2	-9	-3
O=C(NC1CCCCC1)c1cc2cc(Br)ccc2o1	0	6	-3	-2	-4	-0.8	-0.5	1	-3	-2
CCN(CC)c1ccc(N=Cc2c(C)[nH]c3ccccc23)cc1	-7	6	-13	11	10	-2.3	-1.7	0	-45	-5
Cc1ccc(-c2csc3ncnc(-n4nnc5ccccc54)c23)cc1C	-4	-10	-1	-6	-6	-1.8	1.7	-2	0	11
COc1ccc2c(c1)CCN=C2Cc1ccc(OC)c(OC)c1	-1	0	4	-5	-1	-1.6	-0.9	-2	0	-5
Cc1ccccc1-n1ncc2c(SCC(=O)NCc3cccs3)ncnc21	0	8	-5	3	-3	0.0	-0.8	-2	2	3
COc1ccc(-c2csc(N3N=C(C)C(C)C3=O)n2)cc1 (centres undefined)	-3	-2	-12	3	4	-0.9	-0.8	nt	0	-1
CCOC(=O)c1cnc2c(-c3cccc(Br)c3)cnn2c1C	0	40	2	0	-9	-1.0	0.7	-5	-2	5
O=[N+]([O-])c1cc(C(F)(F)F)ccc1NCC1CCCO1 (centres undefined)	-8	16	-2	-1	-1	-1.3	-36	2	5	1
CS(=O)(=O)c1ccc(C(=O)OCC(=O)NC(=O)C2COc3ccccc3O2)cc1[N+](=O)[O-] (centres undefined)	-1	2	-6	-4	-10	0.2	1.2	-1	-7	1
CN(CCOc1ccccc1)C(=O)C1CCC(=O)N(CCCN2CCCC2=O)C1 (centres undefined)	-2	5	-10	3	0	-2.3	-0.3	14	-5	0
CC(C)C[C@H](NC(=O)c1nc[nH]c1C(=O)NCC(=O)OCc1ccccc1)C(=O)OC(C)(C)C	0	8	-3	-5	-3	0.4	-1.2	-3	-10	10
Cc1ccc(-n2ncc3c(NCC4CCCO4)ncnc32)c(C)c1 (centres undefined)	-4	25	-2	-3	0	0.3	-0.3	-3	-5	4
CN(C)CCCN(C(=O)CCOc1ccccc1)c1nc2c(F)cccc2s1	-133	nt	1	-1	3	-2.3	-1.9	-4	-8	98*
CC(=O)NC(CCS(C)(=O)=O)C(=O)N1CCc2ccccc21 (centres undefined)	1	-7	-12	3	-1	-1.9	-0.1	-1	-10	-4
O=C(NCCc1ccccc1)C1CC1	-3	6	-2	-2	-2	-0.4	-0.6	0	-1	8
COc1ccc(S(=O)(=O)N2CCCCC2)cc1C(=O)N1CCCC1	1	35	-4	2	2	-2.4	0.3	-3	-9	8
COC(=O)C(NC(=O)CCc1c(C)nc2c(c(C)nn2-c2ccccc2)c1C)C(C)C (centres undefined)	-4	-19	-7	1	-2	-0.6	-1.0	-6	-7	18
COc1ccccc1OCc1nnc(SCC(=O)NCc2ccco2)n1-c1ccccc1	-3	-5	-7	5	3	0.4	0.6	0	-9	10
N#Cc1c(NC(=O)C2CC(c3c(F)cccc3Cl)=NO2)sc2c1CCC2 (centres undefined)	3	17	-42	1	-8	-0.5	0.5	-1	-18	-17
c1ccc(-n2cnc3ccccc32)nc1	-3	9	2	-4	2	-0.1	1.9	1	-9	-3
Cc1cc(=O)n2nc(N3CCCC(C(=O)NCCc4ccccc4)C3)sc2n1 (centres undefined)	3	-17	11	-9	-3	0.1	-0.3	1	-9	-4
Cc1ccc2nc(Nc3ccccc3)c(C=O)c(=O)n2c1	-2	7	-3	-5	-1	nt	1.0	-3	0	6
CCOC(=O)c1c(C=O)c2sc(C)cc2n1C	-4	13	-1	4	-2	-1.5	0.1	-4	-6	18
Cc1cc(C)cc(N=c2c([N+](=O)[O-])nn(-c3ccc4c(c3)OCCO4)n2O)c1	-7	8	-7	4	13	-1.0	-2.3	-7	1	2
COc1ccc(S(=O)(=O)N2CCN(c3ccc4nnc(-c5ccc(F)cc5)n4n3)CC2)cc1	0	-2	-4	-4	2	-3.8	-8.3	nt	-1	14

Four entries out of the list, arranged by formula weight, smallest number first:
SMILES	Keap1-Nrf2 PPI	SR-BI DiI-HDL act	Cardiac RTF inh	RTF Ca sens act	DAGLB inhibitor	CAL PDZ FP-1	C-LANA FP	CAL PDZ FP-2	PKA-R2B act	Rtt109 Vps75
N#Cc1c(NC(=O)C2CC(c3c(F)cccc3Cl)=NO2)sc2c1CCC2 (centres undefined)	3	17	-42	1	-8	-0.5	0.5	-1	-18	-17
CN(C)CCCN(C(=O)CCOc1ccccc1)c1nc2c(F)cccc2s1	-133	nt	1	-1	3	-2.3	-1.9	-4	-8	98*
COC(=O)C(NC(=O)CCc1c(C)nc2c(c(C)nn2-c2ccccc2)c1C)C(C)C (centres undefined)	-4	-19	-7	1	-2	-0.6	-1.0	-6	-7	18
COc1ccc(S(=O)(=O)N2CCN(c3ccc4nnc(-c5ccc(F)cc5)n4n3)CC2)cc1	0	-2	-4	-4	2	-3.8	-8.3	nt	-1	14
